sEH activator: soluble epoxide hydrolase (human) activation; purified human sEH enzymatic activity, activator screen; activation, % at 2 µM; hit rate 0.04% among 91,000; P34913; in the data active means activation above about 37%; further: values of inactives mirror those of a sister screen read the other way
Target sequence (P34913 whole entry, looked up): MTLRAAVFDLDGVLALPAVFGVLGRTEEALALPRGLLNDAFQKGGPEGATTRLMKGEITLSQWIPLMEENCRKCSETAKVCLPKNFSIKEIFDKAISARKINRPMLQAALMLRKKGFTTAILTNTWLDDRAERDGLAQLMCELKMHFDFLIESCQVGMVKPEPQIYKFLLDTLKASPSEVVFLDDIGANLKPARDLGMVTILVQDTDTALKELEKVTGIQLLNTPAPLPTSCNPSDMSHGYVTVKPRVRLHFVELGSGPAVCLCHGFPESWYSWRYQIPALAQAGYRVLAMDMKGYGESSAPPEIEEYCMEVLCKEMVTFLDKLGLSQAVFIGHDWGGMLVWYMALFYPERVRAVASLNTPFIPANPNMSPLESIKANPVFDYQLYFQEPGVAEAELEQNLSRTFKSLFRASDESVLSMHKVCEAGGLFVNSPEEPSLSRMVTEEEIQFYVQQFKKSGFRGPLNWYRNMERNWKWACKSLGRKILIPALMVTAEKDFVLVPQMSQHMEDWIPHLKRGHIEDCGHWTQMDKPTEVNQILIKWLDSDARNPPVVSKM
ERb SRC1 inh: ER-beta (human) coactivator binding inhibition; Q92731; TR-FRET ER-beta LBD / SRC1-Cy5 peptide binding; receptor agonist-loaded with 1 µM estradiol; inhibition, % at 25.6 µM; hit rate 1.3% among 86,000; AID 633;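 active means compounds whose percent inhibition of the receptor-coactivator binding signal exceeds about 50% in the single-dose screen, limit read from the data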;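 further: 0% = receptor plus peptide wells without compound and 100% = peptide-only wells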
Calb biofilm kill: kills Candida albicans biofilms; C. albicans biofilm + clotrimazole, Alamar Blue; inhibition, % at 6 µM; hit rate 0.14% among 85,000; AID 834;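 active means inhibition above 20%; inactive means inhibition below 20%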;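 further: preformed 24 hr biofilms exposed to compound for 48 hr; 0% = biofilm without compound and 100% = blank killed by clotrimazole plus chlorhexidine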
CD11b adhes enh: increases human CD11b/CD18 adhesion to fibrinogen. P05107+P11215. hit rate 0.07% among 93,000. activation, % at 10 µM. K562 CD11b/CD18 adhesion to fibrinogen, ATPlite luminescence;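 active means 10 µM primary screen giving 50% or more activity, confirmed by 40% or more on retest at that dose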; further: strong numbers were not always called active; reference of the scale not given here
Mac1 fbg inh: CD11b/CD18-fibrinogen binding inhibition. P05107+P11215. inhibition, % at 10 µM. K562 CD11b/CD18 adhesion to fibrinogen, ATPlite luminescence; Mn2+ added to activate the integrin. hit rate 0.54% among 93,000;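 active means primary inhibition of 50% or more at 10 µM, then 40% or more on retest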; further: some results filed as inactive read as strong as hits
sEH inhibitor: soluble epoxide hydrolase (human) inhibition. inhibition, % at 2 µM. hit rate 0.34% among 91,000. recombinant human sEH enzymatic activity assay; in the data active means inhibition above about 80%; further: values of inactives mirror those of a sister screen read the other way; many of its hits are not listed in these tables
Smad3 FoxH1 inh: Smad3 (human) transcription factor binding inhibition. hit rate 0.29% among 88,000. TR-FRET Smad3/Dy647-FoxH1 peptide binding, europium anti-His. P84022. inhibition, % at 25 µM;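 active means compounds that reduce the energy-transfer binding signal between the protein and its labelled peptide by more than half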;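 further: 0% = Smad3 plus labelled peptide maximal FRET and 100% = peptide-only background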
Target sequence (P84022 whole entry, looked up): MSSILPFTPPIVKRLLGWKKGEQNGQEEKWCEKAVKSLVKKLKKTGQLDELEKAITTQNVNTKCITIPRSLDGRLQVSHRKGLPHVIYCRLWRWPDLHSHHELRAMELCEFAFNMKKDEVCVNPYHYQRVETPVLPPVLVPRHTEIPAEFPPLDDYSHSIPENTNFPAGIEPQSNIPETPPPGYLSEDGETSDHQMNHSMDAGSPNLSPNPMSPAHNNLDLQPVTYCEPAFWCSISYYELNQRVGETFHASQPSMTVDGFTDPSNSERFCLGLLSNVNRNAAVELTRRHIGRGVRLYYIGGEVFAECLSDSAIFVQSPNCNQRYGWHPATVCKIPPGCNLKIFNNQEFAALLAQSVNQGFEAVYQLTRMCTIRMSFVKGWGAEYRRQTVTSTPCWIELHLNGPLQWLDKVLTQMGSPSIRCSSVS
MT1-MMP txn act: activates MT1-MMP transcription. HT1080 MT1-MMP promoter luciferase reporter, luminescence, overnight; active compounds read high. activation factor at 10 µM. hit rate 0.16% among 86,000. AID 750;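 active means activation factor of at least 2 for MT1-MMP transcription at 10 µM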
ERa SRC1 pot: enhances coactivator binding to human estrogen receptor alpha; AID 639; TR-FRET ERalpha-LBD/SRC-Cy5 coactivator binding, 2 h; 100 = basal binding, no effect; coactivator binding (% of control), % at 25.6 µM; hit rate 1.3% among 86,000; P03372; in the data active means activity above about 200%;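 further: binding measured in presence of low estradiol as agonist stimulus; 0% = peptide alone without receptor and 100% = receptor with peptide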
* hit, by the source's call; . = no result given; & = joins results of further samples; [ ] = dose if it differs, or a comment. This is a subset. The share of hits here may be higher or lower than overall.

SMILES	sEH activator	ERb SRC1 inh	Calb biofilm kill	CD11b adhes enh	Mac1 fbg inh	sEH inhibitor	Smad3 FoxH1 inh	MT1-MMP txn act	ERa SRC1 pot
Oc1c(Cl)cccc1C=Nc1cc(C(F)(F)F)ccc1N1CCCC1	-15	.	.	-2	-5	17	.	.	.
N#CCCN/N=C(\Cc1nc2ccccc2[nH]1)c1ccccc1	2	-8	1	-3	2	-2	-2	1.1	101
CN1C(=O)c2ccc(C(=O)NC3CCCCC3)cc2C1=O	-7	6	9	0	-29	8	-6	1.1	91
O=C1CC(c2ccccc2)CC(O)=C1C=NCc1ccc(Cl)c(Cl)c1 (stereo unspecified)	-9	.	.	1	-12	11	.	.	.
Cc1nc(SCC(=O)Nc2c(C)n(C)n(-c3ccccc3)c2=O)n[nH]1	9	-1[fluorescence artefact?]	6	.	.	-8	2	1	134
CCOc1ccc(N(CC)S(=O)(=O)c2ccc3c(c2)n(C)c(=O)c(=O)n3C)cc1	5	1	6	0	-11	-6	16	.	131
CCc1ccc(Nc2cc(C)nc3nc(C)nn23)cc1	.	26	10	.	.	.	-11	1	84
CN(CC(=O)NC1CCCc2ccccc21)S(=O)(=O)c1ccc2c(c1)c(=O)n(C)c(=O)n2C (stereo unspecified)	-3	-16	8	0	6	2	2	1.1	125
COc1ccc(CC(=O)Nc2ccc(-c3noc(-c4cc(OC)c(OC)c(OC)c4)n3)cc2)cc1	-58	34	4	.	.	59	-12	1.2	121
CN(C(=O)c1cc2nc(-c3ccco3)cc(C(F)(F)F)n2n1)C1CCCCC1	.	-8[fluorescence artefact?]	7	-4	13	.	2	1.4	105
Cc1ccc(-c2nnc(SCC(=O)Nc3ccccc3F)o2)cc1	11	-5	-1	-1	-6	-12	-1	.	132
CC(C)COC(=O)N1CCCC1C(=O)Nc1nccs1 (stereo unspecified)	7	-2[fluorescence artefact?]	-3	-5	0	-5	-11	0.9	96[fluorescence artefact?]
COc1ccc(CC(=O)n2nc(-c3cccnc3)nc2N)cc1	2	-5	-4	0	-8	2	1	1.2	126
CCSc1ncnc2sc3c(c12)CCC3	-1	1	1	-4	2	0	1	1	89
Cc1ccc(C2C(C(=O)c3cc4ccccc4o3)=C(O)C(=O)N2CCN(C)C)o1 (stereo unspecified)	.	8	6	.	.	.	11	1.3	106
CCOC(=O)C1=C(C)NC(C)=C(C(=O)OCC)C1C(=O)OC1CCOC1=O (stereo unspecified)	-1	2	2	6	-30	-1	7	1.2	100
O=C(Nc1ccccc1-c1ccccc1)NC1CCN(C(=O)N2CCOCC2)CC1	3	-2	9	.	.	1	1	1.2	104
COC(=O)C1=C(C)N=C2SCCC(=O)N2C1c1ccc(OC(=O)c2ccco2)cc1 (stereo unspecified)	-5	-4	1	.	.	7	0	1.3	102
O=C(CCCN1C(=O)CCC1=O)Nc1ccc(Br)cc1F	6	-7	2	-2	-29	-6	-8	1.1	106
COc1ccc2[nH]c(=O)c(CN(CCc3ccccc3)Cc3nnnn3CC3CCCO3)cc2c1 (stereo unspecified)	1	8	1	-4	7	-2	28	1	105
CC(C)c1ccc(OCC(O)Cn2cnc3ccccc32)cc1 (stereo unspecified)	6	-3	5	-5	0	-4	6	1.3	129
COc1ccc(N2CCN(C(=O)c3ccc(-n4nc(C)cc4C)cc3)CC2)cc1	11	0	6	-7	22	-12	1	1.1	113[fluorescence artefact?]
COc1cccc(C(=O)NCC(=O)n2nc(C)cc2C)c1	-1	4	-2	-6	6	3	-17	1.1	91
Cn1c(Cn2c(=O)sc3ccccc32)nnc1SCC(=O)N1CCCc2ccccc21	.	-9[fluorescence artefact?]	7	.	.	.	-10	1.2	110[fluorescence artefact?]
CCCCS(=O)(=O)NC1=NCN(C2CCN(Cc3ccccc3)CC2)CN1	-4	-14	3	.	.	9	9	1.1	98
Cc1cc(=O)[nH]c2c1c(C)nn2C1CCCCC1	16	-9[fluorescence artefact?]	6	-2	3	-14	-9	1.1	107
Cc1ccc(SCc2ccc(C(=O)Nc3cc([N+](=O)[O-])ccc3C)cc2)cc1	1	.	.	-3	-2	1	.	.	.
CN1CC2(Cc3c1ccc1ccccc31)C(=O)OC(C)(C)OC2=O	6	.	.	-7	-1	-6	.	.	.
CCOC(=O)c1oc2ccccc2c1NC(=O)c1cccc(OC)c1	-2	-10	3	-4	7	0	-7	1.1	118
Cc1[nH]c2ccc(-c3nnc(SCC(=O)c4ccc(F)cc4)o3)cc2c1C	4	55*[fluorescence artefact?]	5	29	9	-3	-23[fluorescence artefact?]	0.9	126
Cc1cccnc1Nc1nc(-c2ccc(O)c(O)c2)cs1	-28	45[fluorescence artefact?]	8	-1	-8	26	-5	1.7	37[fluorescence artefact?]
CCCN1C=CC(=C2C(=O)c3ccccc3C2=O)C=C1	.	2[fluorescence artefact?]	3	-10	95*	.	-19[fluorescence artefact?]	.	96
O=C(O)c1ccc(N2C(=O)C3ON(c4ccccc4)C(c4ccccc4F)C3C2=O)cc1 (stereo unspecified)	44*	-6[fluorescence artefact?]	8	-1	0	-48	1	1	88
COc1ccccc1OCC(=O)O	-1&-10	-6&-3	5&2	4	0	4&13	0&3	1.2&0.9	120&110
COc1ccccc1NC(=O)N1CCN(c2ncccn2)CC1	10	.	.	3	-34	-12	.	1.1	.
Cc1nnc(Sc2c(-c3ccccc3)c3ccc(Cl)cc3[nH]c2=O)s1	5	-5	1	.	.	-3	22	1.1	66
Cc1ccsc1/C=N/n1cnc2sc(C)c(C)c2c1=O	.	21	9	4	47	.	9	1.4	78
CC(C)(C)c1cnnn1-c1ccc(NC(=O)c2ccc(Br)o2)cc1	-49	31	6	-2	2	50	-17	1.7	95
COCCNC(=O)c1ccc(NS(C)(=O)=O)cc1	-9	-18[fluorescence artefact?]	6	-3	-4	12	5	1	104
Cc1cccc(NC(=O)CSc2nnc(-c3ccco3)o2)c1	3	-1	-4	-1	-18	-3	13	1.2	97
CCS(=O)(=O)NCCc1cc2c(OC)ccc(OC)c2[nH]c1=O	22	-3	3	.	.	-17	-4	1.1	124[fluorescence artefact?]
Cc1nc(C)c(C(=O)C2=C(O)C(=O)N(CCN(C)C)C2c2cccs2)s1 (stereo unspecified)	-14	-11	2	5	-12	14	-12	0.9	105
Cc1cc(OCCOc2cccc3cccnc23)c(C)cc1Cl	-6	6	-5	-4	-24	5	-12	1.1	199[fluorescence artefact?]
Cc1cc(Cl)c(S(=O)(=O)N2CCN(c3cccc(C)c3C)CC2)cc1OCC(N)=O	6	9	2	7	-18	-4	4	1.2	110
CCOC(=O)C1=C(C)NC(=O)C1CC(=O)Nc1ccccc1 (stereo unspecified)	2	-3	-1	.	.	-1	-18	1.3	100
CCOc1ccc(N2C(N)=NC(N)=NC2(C)C)cc1	-3	22	4	-8	3	4	-2	0.9	91
COC(=O)CSc1nc2cc3c(cc2cc1C)OCCO3	-8	-10	8	-1	0	8	5	1.3	102[fluorescence artefact?]
O=C1/C(=C/c2cccs2)SC(=S)N1c1ccccc1	-11	.	.	-4	-12	12	.	.	.
Cc1ccc(S(=O)(=O)N2CCN(CC(=O)NC3CCCc4ccccc43)CC2)cc1C (stereo unspecified)	4	.	.	-3	10	-5	.	.	.
Cn1c(=O)[nH]c(=O)c2c1nc(Br)n2CCCc1ccccc1	9	-5	2	0	15	-12	5	1.1	104
Next section
SMILES	sEH activator	ERb SRC1 inh	Calb biofilm kill	CD11b adhes enh	Mac1 fbg inh	sEH inhibitor	Smad3 FoxH1 inh	MT1-MMP txn act	ERa SRC1 pot
Cc1onc(-c2ccccc2Cl)c1C(=O)Nc1ccccc1C(N)=O	6	2	1	17	12	-5	1	1	114
Cc1onc(-c2ccccc2Cl)c1C(=O)NCc1ccco1	1	54*	2	23	2	-4	23[fluorescence artefact?]	1	41[fluorescence artefact?]
CNc1oc(-c2ccccc2Cl)nc1C#N	-1	-9	0	0	5	1	-2	1.3	95
C/C=C/c1ccc(OCCCn2cncn2)c(OC)c1	-11	-16	2	0	-15	6	1	1.2	125
O/N=C1\CC/C(=N\O)c2nn(-c3ccccc3Cl)nc21	17	-6	3	-5	-1	-20	5	1.1	121
O=C(Nc1ccc(N2CCCC2)c(Cl)c1)c1ccc(Br)o1	-15	7[fluorescence artefact?]	1	34	4	14	8	1.5	97[fluorescence artefact?]
COc1ccc(C2C(C#N)=C(N)Oc3cc(C)[nH]c(=O)c32)c(OC)c1OC (stereo unspecified)	10	-2	4	-4	-2	-9	-7	1	87
CC1CCN(C(=O)Cn2cc(C#N)c3ccccc32)CC1	5	-1	5	.	.	1	-1	1	102
COc1ccc(Br)cc1S(=O)(=O)N(CC(=O)N1CCOCC1)c1ccccc1	-2	.	.	-3	12	1	.	1	.
O=C1CCCc2nc(N3CCN(Cc4ccccc4)CC3)ncc21	9	-5	0	-1	-7	-7	-1	1.1	121

Look-ups from the list:
CC1CCN(C(=O)Cn2cc(C#N)c3ccccc32)CC1 @ sEH inhibitor: 1
O/N=C1\CC/C(=N\O)c2nn(-c3ccccc3Cl)nc21 @ ERb SRC1 inh: -6

The list continues.
SMILES	sEH activator	ERb SRC1 inh	Calb biofilm kill	CD11b adhes enh	Mac1 fbg inh	sEH inhibitor	Smad3 FoxH1 inh	MT1-MMP txn act	ERa SRC1 pot
CCCS(=O)(=O)N1CCN(C(=O)COc2ccccc2)CC1	6	5	3	-4	-10	-7	-4	1.1	101
Cc1ccc2cc(CN(Cc3nnnn3C3CCCCC3)CC3CCCO3)c(=O)[nH]c2c1 (stereo unspecified)	-3	-5	9	2	6	1	1	1.2	90
O=C(c1cc(-c2cccnc2)nc2ccc(Br)cc12)N1CCN(c2ncccn2)CC1	.	-3	6	0	0	.	10	1	113
COC(=O)c1cn(NC(=O)c2cccc(F)c2)c(=O)c2ccccc12	-20	-9	60*	-3	-51	16	-1	1	80
CCSc1nnc(Cc2cc(=O)[nH]c(=O)[nH]2)n1-c1ccc(F)cc1	.	2	14	0	-9	.	8	.	119
COC(=O)c1ccc(OCC(=O)c2ccccc2OC)cc1	14	2	-1	-3	2	-15	22	1.2	83
CCOC(=O)N1CCN(C(=O)CN2C(=O)CC(C)(C)S(=O)(=O)c3ccccc32)CC1	9	-1	5	-1	5	-11	3	.	88
N#Cc1c2n(c3c(=O)n(Cc4ccccc4)cnc13)CCCC2	-2	-5	3	4	8	4	0	1.1	123
N#Cc1c(NC(=O)COC(=O)C2CC3C=CC2C3)oc(-c2ccccc2)c1-c1ccccc1 (stereo unspecified)	-3	2[fluorescence artefact?]	-3	-2	71	1	-13	0.9	120[fluorescence artefact?]
CCCNCc1cc(OCC)c(OCC(N)=O)cc1Br	4	-10	1	0	7	-6	-4	1.1	89

Profiles, quoted from the list.
Entry for CCSc1nnc(Cc2cc(=O)[nH]c(=O)[nH]2)n1-c1ccc(F)cc1 : sEH activator: .; ERb SRC1 inh: 2; Calb biofilm kill: 14; CD11b adhes enh: 0; Mac1 fbg inh: -9; sEH inhibitor: .; Smad3 FoxH1 inh: 8; MT1-MMP txn act: .; ERa SRC1 pot: 119
Entry for CCOC(=O)N1CCN(C(=O)CN2C(=O)CC(C)(C)S(=O)(=O)c3ccccc32)CC1 : sEH activator: 9; ERb SRC1 inh: -1; Calb biofilm kill: 5; CD11b adhes enh: -1; Mac1 fbg inh: 5; sEH inhibitor: -11; Smad3 FoxH1 inh: 3; MT1-MMP txn act: .; ERa SRC1 pot: 88

New compounds follow.
SMILES	sEH activator	ERb SRC1 inh	Calb biofilm kill	CD11b adhes enh	Mac1 fbg inh	sEH inhibitor	Smad3 FoxH1 inh	MT1-MMP txn act	ERa SRC1 pot
CCOc1ccc(-n2c(=O)cc(N3CCN(c4ccccc4)CC3)[nH]c2=O)cc1	-12	-3	0	0	-16	9	-2	1.3	115
O=c1nc2c(-c3ccccc3F)n[nH]n2c2ccccc12	-1	3[fluorescence artefact?]	3	.	.	1	12	1.3	96
CC(=O)Nc1ccccc1NC(=O)CN(C)S(=O)(=O)c1ccc(C)cc1	12	1	7	-6	-5	-12	-2[fluorescence artefact?]	1	91
c1coc(-c2nc3c4c5c(sc4ncn3n2)CCCC5)c1	-7	0	1	-2	-9	7	5	0.9	142

High-throughput results as filed in PubChem BioAssay.
